# Screening results as filed in PubChem.
# WT yeast gro inh – growth inhibition of WT strain, primary screen, mitochondrial fusion inhibitor project, WT and mutant strains, chemical genetic; mitochondrial fusion phenotypic screen; AID 1362, 2008; inhibition, % at 10 µM; actives 2.1% (n = 190,000); in the data active = inhibition above about 58%; tested in S. cerevisiae
# Yfh1-depleted yeast – enhancers of respiration in Yfh1-depleted yeast, dose response, Friedreich's ataxia, plus single-dose screen (AID 1465) | fold induction at 50 µM; hits with a dose series show EC50 in µM | S. cerevisiae Yfh1-off respiration, WST-1 reduction, 72 h; higher fold induction means a stronger effect | actives 0.074% (n = 220,000);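 active = fold induction of absorbance versus untreated yeast above a set limit, then at least 30% activation at any dose in follow-up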;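 also: activators that raise dye reduction in frataxin-depleted yeast; strong numbers were not always called active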
# Dynein transport – inhibitors of GR-EGFP nuclear translocation, primary screen, dynein cargo transport inhibitor project, imaging, high-content, 3617.4 mouse cells; test concentration mostly 20 µM; stimulated with dexamethasone, 1 µM; stronger effect = lower value; z-score, hits read low; actives 0.47% (n = 220,000); AID 1381, 2008;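 active = plate z-score of nuclear minus cytoplasmic receptor signal below a set negative limit, without overly bright fluorescence or cell loss, cut at about -3.5 in these data, passing the limit was not always enough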;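 also: z-score of nuclear minus cytoplasmic ring GR-EGFP intensity difference per well; some compounds called inactive have numbers as strong as hits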
#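 Buffer or medium: tet-free, stripped-serum medium; reagent: dexamethasone at 1.0 µM final, 30 min; incubation: 48 h induction, 1 h compound, 30 min dex at 37 °C; measured by: formaldehyde fixation, Hoechst nuclear stain, 10x automated fluorescence imaging; read-out: nuclear-to-cytoplasmic GR-EGFP distribution per well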
# Ins promoter up – insulin promoter activators in MIN6 cells, imaging, high-content screening, mouse beta cells; MIN6 insulin promoter-GFP reporter; stronger effect = higher value; z-score at 5 µM; actives 0.3% (n = 190,000);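 active = z-score above 3 at 5 µM with at least 500 cells counted in the well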
# bCat nuc transl – modulators of beta-catenin nuclear translocation, primary screen, imaging, HeLa cells, immunofluorescence, high-content. nuclear translocation activity, % at 5 µM. AID 1665, 2009. actives 0.3% (n = 190,000);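 active = nuclear translocation activity above 50% at 5 µM, with a well cell count of 50 or more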;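 also: per-cell ratio of nuclear to cytoplasmic median beta-catenin stain intensity; plate controls were DMSO negative control for no effect and GSK-3 inhibitor IX positive control for full effect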
#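 Test system: human HeLa cells, endogenous beta-catenin. Times: 24 h compound exposure, 37°C. Measured by: beta-catenin immunofluorescence imaging with DAPI.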
# Autophagy mod – autophagy modulators in MEF cells, primary screen, imaging, high-content, MEF GFP-LC3; MEF GFP-LC3 puncta imaging; test concentration mostly 10 µM; calls only at 10 µM (by protocol); actives 0.98% (n = 190,000); AID 463193, 2010;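 active = percentage of spot-positive cells more than 3 SD above its plate mean, without a fluorescence outlier flag or 80% toxicity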;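 also: spot-positive cell cutoff set from DMSO-treated cells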
# MT stabilize HCS – microtubule stabilizers in HeLa cells, primary screen, imaging, high-content imaging; HeLa tubulin immunostaining HCS, 24 h; share of cells brighter than vehicle mean+2SD; % tubulin-high responders, % at 10 µM; actives 0.83% (n = 200,000); AID 2205, 2009;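 active = plate Z-score above 3 for both tubulin-high and condensed-nucleus cell shares, with cell loss under 80%, at 10 µM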;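 also: anti alpha tubulin signal scored within the nucleus-defined area of each cell; some results filed as inactive read as strong as hits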
# Hep lipid drop – inhibitors of hepatocyte lipid droplet formation, primary screen, imaging, high-throughput imaging, BODIPY stain | AML12 mouse hepatocytes, oleate lipid droplets | inhibition, % at 6.5 µM | actives 0.4% (n = 240,000) | AID 1656, 2009;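 active = lipid droplet intensity inhibited by at least 50%, with more than 500 cells counted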
#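 Assay system: AML12 mouse liver cells | Compound: 6.5 µM single-point dosing | Schedule: Overnight exposure | Technique: Fluorescence imaging, 20x objective, two fields per well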
# NOD2 inhibition – NOD2 signaling inhibitors, cell-based, luminescence, uHTS, HEK293 (AID 1566) | HEK293 NOD2/NF-kB luciferase reporter, luminescence; higher % means a stronger effect | one-dose inhibition, % at 4 µM; EC50 in µM for titrated hits | actives 0.63% (n = 290,000); in the data active = inhibition above about 50%; also: many of its hits are not listed in these tables
# WT yeast gro inh mutant strain – second read-out of WT yeast gro inh, no call of its own (marks repeat the call); inhibition, %; mitochondrial fusion phenotypic screen, mutant strain inhibition
# Dynein transport cytoplasmic EGFP – second read-out of Dynein transport, no call of its own (marks repeat the call); z-score; measured here: cytoplasmic GR-EGFP intensity; stronger effect = higher value
# Dynein transport nuclear GR-EGFP – also measured in Dynein transport; calls as there; z-score; measured here: nuclear GR-EGFP intensity;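 lower value marks the stronger effect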
# Dynein transport cell count – second read-out of Dynein transport, no call of its own (marks repeat the call); z-score; measured here: cell count per field
# Ins promoter up cell count – also measured in Ins promoter up; calls as there; cell count; measured here: cytotoxicity, nuclei count;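 total cells summed across four imaged fields per well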
# Hep lipid drop cells 6.5 µM – further read-out of Hep lipid drop, marked with its call; cell count; measured here: cell count, cytotoxicity flag;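 cells counted across two imaged fields per well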
# bCat nuc transl cell count 5 µM – second read-out of bCat nuc transl, no call of its own (marks repeat the call); cell count; measured here: cell count, cytotoxicity flag
# MT stabilize HCS Hoechst-high % – recorded beside MT stabilize HCS, whose call it bears; % Hoechst-high responders; measured here: nuclear condensation Hoechst responders;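 share of cells brighter than vehicle mean plus two SD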
# MT stabilize HCS cytotoxicity % – further read-out of MT stabilize HCS, marked with its call; toxicity, %; measured here: cytotoxicity by cell density;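 0% = mean cell density of plate MIN control wells and 100% = no cells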
# Autophagy mod cell loss 18 h – also measured in Autophagy mod; calls as there; toxicity, %; measured here: cell loss, nuclei count;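 cell loss after 18 h compound exposure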
# The depositor's hits bear a star; i = inactive; x = not tested or not shown; + = active, no number.
SMILES,WT yeast gro inh,WT yeast gro inh mutant strain,Yfh1-depleted yeast,Dynein transport,Dynein transport cytoplasmic EGFP,Dynein transport nuclear GR-EGFP,Dynein transport cell count,Ins promoter up,Ins promoter up cell count,bCat nuc transl,bCat nuc transl cell count 5 µM,Autophagy mod,Autophagy mod cell loss 18 h,MT stabilize HCS,MT stabilize HCS Hoechst-high %,MT stabilize HCS cytotoxicity %,Hep lipid drop,Hep lipid drop cells 6.5 µM,NOD2 inhibition
CCO[C@@H]1OC(C(=O)N2CCCCCCC2)=C[C@H](c2csc3ccccc23)[C@H]1CCCO,-9,-2,x,-0.017,0.66,0.4,0.085,0.92,1275,-3.9,1119,i,2,2.8,1.1,3.3,-2,638,20%
Cc1ccc(S(=O)(=O)N2c3cc(C)ccc3OCC2C(C)(C)C)cc1 (stereo not drawn),69*,55*,i,x,x,x,x,0.16,1882,-5.8,1116,i,-3,21,5.6,55,0,598,15%
C#CCN1C(=O)C(O)(CC(=O)c2ccc(OC)c(OC)c2)c2ccccc21 (stereo not drawn),1,-12,i,0.79,-0.28,0.9,0.77,0.91,1337,x,x,i,7,2.7,2.2,11,-9,714,5%
CCOC(=O)C1CCN(CC(=O)Nc2ccc(OC)c(Cl)c2)CC1,-17,-6,i,0.75,-0.33,-0.24,-0.47,0.77,1394,-0.3,1092,i,4,3.3,2.1,3.2,1,694,0%
CCNC(=O)/C(=C\c1ccccc1)NC(=O)/C=C/c1ccccc1,2,9,i,1.7,-0.27,0.51,-1.2,0.24,1195,x,x,i,-10,3.7,2.8,5.5,18,717,15%
Cc1cc(=O)c(C(=O)O)nn1-c1ccccc1,-38,11,i,-0.27,-0.23,-0.36,0.7,x,x,1.5,906,i,23,3.8,2.8,7.8,0,610,15%
CC1CN(C(=O)c2ccc(COc3ccccc3Br)o2)CC(C)O1 (stereo not drawn),11,23,i,-0.49,-0.32,0.32,0.17,-0.71,1543,-10,1143,i,1,2.4,3.2,9.3,4,695,11%
CCOCCCNC(=O)C1CCN(c2cc(C)nc3c(-c4ccc(OC)c(OC)c4)c(C)nn23)CC1,-11,10,i,1.1,-0.32,0.56,-0.61,-1.6,959,-3.0,1471,i,17,4.9,2.1,7.6,x,x,-1%
CCCn1c(SCC(=O)NC2CCCCC2C)n[nH]c1=O (stereo not drawn),-3,4,i,-0.47,-0.13,-0.29,0.47,0.72,1191,-3.1,1118,i,2,1.2,1.0,8.1,3,786,-20%
CCC(C)Oc1ccc(/C=C/c2[nH]c(=O)[nH]c(=O)c2[N+](=O)[O-])cc1OC (stereo not drawn),-3,-9,i,-0.71,-0.37,-0.066,0.55,0.71,1048,-1.3,1083,i,3,2.8,2.5,2.0,6,667,-20%
O=C(CCc1nnc(Cc2ccc(-c3ccccc3)cc2)o1)NCCc1cccnc1,-4,5,i,0.46,-0.15,0.25,-0.0049,-0.5,1545,-0.8,946,i,18,4.5,1.5,7.5,-3,693,8%
CCCCN(C)C(=O)C1CCN(Cc2ccc(OCc3ccccc3)cc2)CC1,-4,-2,i,0.017,-0.041,0.063,-0.56,-0.82,750,0.4,1116,i,-8,2.7,2.6,2.5,6,728,0%
Cc1ccnc(SCc2cc(=O)c(OC(=O)c3cccs3)co2)n1,-12,-13,i,-0.86,-0.14,-0.48,0.88,0.04,1257,1.7,1041,i,15,2.0,2.9,7.1,-8,688,13%
COc1ccc(C(=O)CN2C(=O)c3ccccc3C2=O)c(OC)c1C,5,9,i,1.5,-0.14,0.77,-1.2,-0.19,1284,x,x,i,-5,5.4,2.8,6.6,-8,710,23%
O=C(COc1ccccc1F)N1c2ccccc2CCc2ccccc21,-19,-11,i,-0.39,-0.21,-0.14,0.44,-0.22,1411,0.1,1172,i,-13,3.3,2.8,16,-28,693,17%
COc1ccccc1NCc1nnc(SCC(=O)N/N=C/c2ccco2)n1-c1ccc(Cl)cc1Cl,17,4,i,-0.11,-0.21,-0.66,-0.55,x,x,x,x,i,34,3.0,1.7,8.0,x,x,12%
O=[N+]([O-])c1ccc(C2=Nn3cnnc3SC2)cc1,x,x,i,1.7,-0.14,1.4,-1.4,0.64,1100,0.5,1331,x,x,x,x,x,-15,741,5%
CC(=O)c1nnn(-c2cccc([N+](=O)[O-])c2)c1C,4,-7,i,2.8,-0.21,0.93,-1.2,1.1,1240,1.6,1088,i,-4,1.1,3.2,6.0,-2,741,-6%
Clc1ccc(SCCCCN2CCNCC2)cc1,37,24,i,0.12,-0.21,0.11,-0.89,0.45,1206,1.0,950,i,4,2.1,1.3,12,0,612,-6%
CCOC(=O)/C=C/C(=O)OCC(=O)Nc1ccc(C)cc1,-8,-22,i,-0.17,-0.12,-0.003,-0.18,0.44,1419,0.2,1009,i,-10,3.3,2.7,9.2,10,720,-2%
Cc1cc(=O)oc2cc(OCC(=O)N3c4ccccc4CC3C)ccc12 (stereo not drawn),-5,-2,i,-0.11,-0.17,0.0012,0.025,0.85,1207,-7.1,900,i,20,51*,51*,76*,x,x,-17%
O=C(Nc1cccc(Cl)c1)OCc1cnc(Cl)s1,23,-16,i,1.9,0.12,1.6,-1.3,-0.49,828,-1.2,1183,i,2,1.8,0.8,8.8,-13,759,-9%
O=S(=O)(NCc1ccc2c(c1)OCO2)c1cccc2nsnc12,x,x,i,0.87,0.043,1.4,-1.2,0.65,1047,-1.2,1284,x,x,x,x,x,-5,666,-1%
CCC1(C)Cc2c(sc3c2c(=O)n(C)c2nnc(SCc4ccc5c(c4)OCO5)n32)CO1 (stereo not drawn),2,1,i,-0.036,-0.24,0.47,0.28,-0.88,1230,1.4,1131,i,13,3.5,1.6,5.4,x,x,7%
Cc1onc(-c2ccccc2)c1C(=O)Nc1nnc(COc2ccc(Cl)cc2)s1,63*,39*,x,0.24,-0.28,0.49,-0.56,0.29,1316,0.0,1075,i,-1,2.0,0.3,36,-15,623,21%
CC(=O)Nc1ccc(NS(=O)(=O)c2ccccc2)cc1,6,11,i,-1.5,3.7,0.34,-0.56,x,x,-3.8,587,+,-8.2*,1.8,2.6,0.4,8,737,23%
COc1cc(NC(=O)c2cccc(Cl)c2)c(OC)cc1NC(=O)CN1CCCCC1,28,13,i,0.075,-0.28,0.058,0.47,-0.99,1437,0.4,1563,i,22,1.6,1.0,2.9,2,703,8%
O=C(CCSc1ccccc1)NC(=O)COC(=O)C1CCCCC1,-2,10,i,-0.17,-0.35,0.35,0.39,0.76,1291,-4.4,1048,i,14,3.1,3.1,8.0,3,690,0%
CN1CCN(CC(=O)Nc2nnc(-c3cccs3)s2)CC1,-4,-1,i,0.054,-0.04,0.15,-0.55,0.14,1376,x,x,i,-2,2.0,2.1,0.6,6,729,6%
COc1cccc(-n2c(Cc3cc(=O)[nH]c(=O)[nH]3)nnc2SCC(=O)NC2CCCCC2)c1,-3,8,i,0.12,-0.18,0.16,-0.14,0.15,760,x,x,i,-15,2.9,2.8,1.9,x,x,7%
COc1ccc(Cl)cc1NC(=O)CN1CCc2ccccc21,16,-4,i,-0.68,0.14,-0.062,0.23,-0.27,1437,-0.3,1006,i,16,4.5,2.4,2.0,-16,713,8%
COc1ccc(C(=O)COC(=O)CN2C(=O)C3C4C=CC(C5CC45)C3C2=O)cc1 (stereo not drawn),-14,2,i,-0.99,-0.31,-0.79,1.1,-0.08,1310,1.7,918,i,0,3.9,2.6,7.7,-2,579,-2%
Cc1ccc(CSc2ccc3nnc(-c4cccnc4)n3n2)cc1,10,-5,i,0.39,-0.25,0.00044,0.062,0.37,1399,0.1,1109,i,4,3.1,1.7,5.6,12,650,10%

# Among those listed so far, these have a nitro group on carbon:
SMILES,WT yeast gro inh,WT yeast gro inh mutant strain,Yfh1-depleted yeast,Dynein transport,Dynein transport cytoplasmic EGFP,Dynein transport nuclear GR-EGFP,Dynein transport cell count,Ins promoter up,Ins promoter up cell count,bCat nuc transl,bCat nuc transl cell count 5 µM,Autophagy mod,Autophagy mod cell loss 18 h,MT stabilize HCS,MT stabilize HCS Hoechst-high %,MT stabilize HCS cytotoxicity %,Hep lipid drop,Hep lipid drop cells 6.5 µM,NOD2 inhibition
CCC(C)Oc1ccc(/C=C/c2[nH]c(=O)[nH]c(=O)c2[N+](=O)[O-])cc1OC (stereo not drawn),-3,-9,i,-0.71,-0.37,-0.066,0.55,0.71,1048,-1.3,1083,i,3,2.8,2.5,2.0,6,667,-20%
O=[N+]([O-])c1ccc(C2=Nn3cnnc3SC2)cc1,x,x,i,1.7,-0.14,1.4,-1.4,0.64,1100,0.5,1331,x,x,x,x,x,-15,741,5%
CC(=O)c1nnn(-c2cccc([N+](=O)[O-])c2)c1C,4,-7,i,2.8,-0.21,0.93,-1.2,1.1,1240,1.6,1088,i,-4,1.1,3.2,6.0,-2,741,-6%

# The list is partial, so the mix of outcomes need not match the whole.
